MT stabilizer = microtubule stabilizers in HeLa cells. HeLa tubulin immunostaining HCS, 24 h; share of cells brighter than vehicle mean+2SD. % tubulin-high responders, % at 10 µM. 0.83% of 200,000 active;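 active means plate Z-score above 3 for both tubulin-high and condensed-nucleus cell shares, with cell loss under 80%, at 10 µM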;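 further: anti alpha tubulin signal scored within the nucleus-defined area of each cell; some results filed as inactive read as strong as hits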
WT yeast gro inh = growth inhibition of WT yeast, mitochondrial fusion screen; mitochondrial fusion phenotypic screen, WT strain; inhibition, % at 10 µM; 2.1% of 190,000 active; AID 1362; in the data active means inhibition above about 58%; tested in S. cerevisiae
Dynein transport = dynein cargo transport inhibition. z-score, hits read low. AID 1381. 0.47% of 220,000 active. 3617.4 mouse cells, GR-EGFP nuclear translocation imaging; test concentration mostly 20 µM; stimulated with dexamethasone, 1 µM; hits give low values;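 active means plate z-score of nuclear minus cytoplasmic receptor signal below a set negative limit, without overly bright fluorescence or cell loss, cut at about -3.5 in these data, passing the limit was not always enough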;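 further: z-score of nuclear minus cytoplasmic ring GR-EGFP intensity difference per well; some compounds called inactive have numbers as strong as hits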
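Medium: Induction medium lacking tetracycline, stripped serum | Probe or stimulus: 1.0 µM final dexamethasone stimulus | Schedule: 48 h induction, then 1 h compound, then 30 min agonist, 37 °C | Signal: Automated 10x imaging of fixed Hoechst-stained cells | Evaluation: Per-cell GR-EGFP intensity, nucleus versus surrounding cytoplasmic ring, well-averaged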
bCat nuc transl = beta-catenin nuclear translocation modulation | HeLa beta-catenin nuclear translocation, immunofluorescence imaging | nuclear translocation activity, % at 5 µM | 0.3% of 190,000 active | AID 1665;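 active means nuclear translocation activity above 50% at 5 µM, with a well cell count of 50 or more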;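 further: per-cell ratio of nuclear to cytoplasmic median beta-catenin stain intensity; plate controls were DMSO negative control for no effect and GSK-3 inhibitor IX positive control for full effect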
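Test system: HeLa cells, endogenous beta-catenin; Compound: single 5 µM dose plus 0.02–20 µM confirmation series; Times: compound exposure 24 h at 37°C; Signal: fluorescence imaging of beta-catenin antibody stain plus DAPI; Read-out: % activation, nuclear-to-cytoplasmic median beta-catenin signal ratio per cell.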
HIV fusion peptide = cell-free HIV fusion peptide-binding blockers – biochemical, uHTS, fluorescence dequenching, primary screen (AID 1986) | cell-free peptide binding, fluorescence dequenching, 30 min; higher % means a stronger effect | inhibition, % at 20 µM, or IC50 in µM where a hit was titrated | 0.3% of 290,000 active; in the data active means inhibition mostly above about 52%, no sharp cut-off; inactive means mostly below about 76%; further: some results filed as inactive read as strong as hits
Insulin prom up = MIN6 insulin promoter up-regulation | z-score at 5 µM | 0.3% of 190,000 active | MIN6 insulin promoter-GFP reporter, high-content imaging; hits give high values;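 active means z-score above 3 at 5 µM with at least 500 cells counted in the well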
Yfh1-off respiration = enhancers of respiration in Yfh1-depleted yeast, dose response, Friedreich's ataxia, plus single-dose screen (AID 1465); S. cerevisiae Yfh1-off respiration, WST-1 reduction, 72 h; higher fold induction means a stronger effect; one-dose fold induction at 50 µM; EC50 in µM for titrated hits; 0.074% of 220,000 active;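 active means fold induction of absorbance versus untreated yeast above a set limit, then at least 30% activation at any dose in follow-up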;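 further: activators that raise dye reduction in frataxin-depleted yeast; strong numbers were not always called active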
AID2073 = disruptors of CaV2.2 binding to Mint1 – biochemical, HTRF (AID 2073). HTRF protein-protein interaction, Mint1-CaV2.2; higher % means a stronger effect. one-dose inhibition, % at 20 µM; IC50 in µM for titrated hits. 0.19% of 290,000 active; in the data active means inhibition mostly above about 51%, no sharp cut-off; further: some results filed as inactive read as strong as hits
Autophagy HCS = modulators of autophagy | MEF GFP-LC3 puncta imaging; test concentration mostly 10 µM | calls only at 10 µM (by protocol) | 0.98% of 190,000 active | AID 463193;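 active means percentage of spot-positive cells more than 3 SD above its plate mean, without a fluorescence outlier flag or 80% toxicity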;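 further: spot-positive cell cutoff set from DMSO-treated cells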
WT yeast gro inh mutant strain = further read-out of WT yeast gro inh, marked with its call; inhibition, %; mitochondrial fusion phenotypic screen, mutant strain inhibition
Dynein transport cytoplasmic EGFP = recorded beside Dynein transport, whose call it bears; z-score; measured here: cytoplasmic GR-EGFP intensity; hits give high values
Dynein transport nuclear GR-EGFP = further read-out of Dynein transport, marked with its call; z-score; measured here: nuclear GR-EGFP intensity;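 lower value marks the stronger effect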
Dynein transport cell count = second read-out of Dynein transport, no call of its own (marks repeat the call); z-score; measured here: cell count per field
Insulin prom up cell count = recorded beside Insulin prom up, whose call it bears; cell count; measured here: cytotoxicity, nuclei count;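 total cells summed across four imaged fields per well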
bCat nuc transl cell count 5 µM = also measured in bCat nuc transl; calls as there; cell count; measured here: cell count, cytotoxicity flag
MT stabilizer Hoechst-high % = second read-out of MT stabilizer, no call of its own (marks repeat the call); % Hoechst-high responders; measured here: nuclear condensation Hoechst responders;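 share of cells brighter than vehicle mean plus two SD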
MT stabilizer cytotoxicity % = also measured in MT stabilizer; calls as there; toxicity, %; measured here: cytotoxicity by cell density;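 0% = mean cell density of plate MIN control wells and 100% = no cells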
Autophagy HCS cell loss 18 h = second read-out of Autophagy HCS, no call of its own (marks repeat the call); toxicity, %; measured here: cell loss, nuclei count;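 cell loss after 18 h compound exposure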
Active calls of the source: *; i = inactive; · = no result given; + = active, no number.

Below each SMILES – MT stabilizer	Dynein transport	bCat nuc transl	WT yeast gro inh mutant strain	MT stabilizer cytotoxicity %	Autophagy HCS	HIV fusion peptide	bCat nuc transl cell count 5 µM	AID2073	Insulin prom up	WT yeast gro inh	Dynein transport cell count	Dynein transport cytoplasmic EGFP	Insulin prom up cell count	MT stabilizer Hoechst-high %	Yfh1-off respiration	Dynein transport nuclear GR-EGFP	Autophagy HCS cell loss 18 h
- COCCNC(=O)c1onc(CSc2cc(C)cc(C)c2)c1C(=O)O
→ 3.3	-0.258	-0.1	1.1	4.5	i	5.2%	1353	13.8%	-0.4	1.4	0.0891	-0.221	1403	1.6	i	-0.768	-2.9
- Cc1csc(N/N=C\c2cccnc2)n1
→ 3.6	-0.427	0.3	13.1	0.9	i	2.8%	1104	5.4%	0.16	5.2	0.602	-0.295	1316	1.5	i	-0.107	-21.3
- CCC1(C)COC2(OC1)C(=O)Nc1ccccc12 (stereo not drawn)
→ 2.7	-0.686	·	12.8	3.1	i	-1.9%	·	-3.2%	1.4	6.0	0.849	0.596	1286	3.5	i	0.0629	-5.7
- CCOC(=O)c1sc(NC(=O)c2cc3n(n2)C(C(F)(F)F)CC(c2ccccc2)N3)c(C(=O)OCC)c1C (stereo not drawn)
→ 3.5	-0.37	-2.6	9.2	6.3	i	0.6%	860	22.2%	-1.32	1.1	0.0873	0.474	925	4.0	i	0.305	-7.7
- COc1cccc2c1C(=O)C=C(C)C2=O
→ 2.2	-2.88	-2.4	7.8	8.1	i	2.7%	966	-19.2%	-0.31	27.6	-2.59	1.44	860	1.4	i	-1.17	19.0
- CC(C)COc1ccc(CN=C(N)N=C(N)N)cc1Cl
→ 7.4	0.657	13.7	3.1	0.5	i	0.2%	866	5.1%	-0.16	0.2	0.233	-0.275	1241	1.4	i	0.453	7.6
- O=C(Nc1ccccc1C(F)(F)F)N1CCC(n2c(=O)[nH]c3ccccc32)CC1
→ 3.4	1.19	-3.2	9.6	2.9	i	-2.2%	501	4.1%	·	13.8	-0.519	-0.137	·	1.4	i	1.61	-4.1
- CC12CN3CC(C)(CN(C1)C3c1ccc3c(c1)OCO3)C2 (stereo not drawn)
→ 2.5	-0.489	-0.4	-9.3	3.7	i	0.3%	1557	-13.0%	0.6	-13.5	0.802	-0.226	1532	1.6	i	-0.706	-14.4
- Cc1ccc(C(=O)Nc2cccc(C(=O)N3CCN(C)CC3)c2)cc1
→ 2.1	-0.175	0.6	-26.5	8.4	i	-4.2%	1459	2.5%	1.99	4.6	0.764	-0.229	1257	1.9	i	-0.831	3.7
- CCNC(=S)NNC(=O)c1cc(-c2cccc(C)c2)nc2ccccc12
→ 2.7	0.253	-2.2	25.2	6.3	i	-1.9%	783	-34.3%	-0.55	29.1	0.764	-0.227	1464	2.7	i	0.405	9.4
- CCc1ccc(NC(=O)C(CC)Sc2nc3cc4c(cc3c(=O)n2Cc2ccco2)OCO4)cc1 (stereo not drawn)
→ 5.5	-0.446	·	-11.3	3.2	+	-2.6%	·	-0.9%	-0.47	5.5	1.18	-0.181	795	1.1	i	-0.156	11.9*
- CN1CCN(C(=O)/C(=C\c2cccs2)NC(=O)c2cccs2)CC1
→ 2.5	-0.757	·	-13.0	0.2	i	-0.3%	·	-0.8%	6.06*	-7.7	1.17	-0.214	1241*	2.4	i	-0.212	-10.9
- O=C(N/N=C/c1cn(Cc2ccccc2)c2ccccc12)c1cccnc1
→ 5.2	0.785	1.1	-6.1	2.5	i	-3.6%	588	25.2%	0.14	-3.2	-1.18	-0.217	1079	4.2	i	0.699	8.0
- COc1ccc(Nc2nc(Cl)nc(Nc3ccc(OC)cc3)n2)cc1
→ 5.2	0.334	-0.9	-29.9	4.8	i	-1.3%	1107	12.9%	-1.05	-8.1	-0.594	-0.287	1186	1.4	i	0.331	4.0
- CCCOc1ccc(N2C(=O)CC(N3CCN(c4nc5ccccc5s4)CC3)C2=O)cc1 (stereo not drawn)
→ 3.5	1.68	-0.9	5.6	6.6	i	0.0%	1077	-3.7%	0.45	7.0	-0.226	-0.104	1484	2.0	i	0.105	-2.9
- COc1ccc(CNc2ccc(-c3ccccc3OC)nn2)cc1
→ 3.8	0.389	2.6	14.9	6.1	i	-1.7%	1093	20.5%	-0.13	56.3	-1.16	-0.195	2094	2.6	i	0.469	1.4
- COc1ccc2cc(C(c3nnnn3Cc3ccc(F)cc3)N3CCCCCC3)c(=O)[nH]c2c1 (stereo not drawn)
→ 6.7	-1.02	3.0	-0.6	8.6	i	6.6%	1092	36.6%	-0.39	7.4	0.707	2.16	1067	2.3	i	-0.073	4.6
- Cc1cc(NC(=O)CSc2nnc(COc3cccc(C)c3C)n2C)no1
→ 5.8	0.193	-3.8	-19.2	8.7	i	-1.3%	892	-2.1%	-0.03	0.4	-1.07	-0.156	1330	3.3	i	0.283	-9.9
- COC(=O)NC1CCS(=O)(=O)C1 (stereo not drawn)
→ 2.0	2.21	-2.0	-62.9	7.3	i	-1.1%	1085	-0.1%	0.75	-4.9	-1.58	-0.0636	1191	2.1	i	1.32	8.0
- COc1ccc(-c2csc3nc(-c4ccccc4F)oc(=O)c23)cc1
→ ·	-3.34	-2.6	·	·	·	1.0%	1181	10.2%	-1.01	·	1.17	0.176	1366	·	i	-1.6	·

(list continues)
Below each SMILES – MT stabilizer	Dynein transport	bCat nuc transl	WT yeast gro inh mutant strain	MT stabilizer cytotoxicity %	Autophagy HCS	HIV fusion peptide	bCat nuc transl cell count 5 µM	AID2073	Insulin prom up	WT yeast gro inh	Dynein transport cell count	Dynein transport cytoplasmic EGFP	Insulin prom up cell count	MT stabilizer Hoechst-high %	Yfh1-off respiration	Dynein transport nuclear GR-EGFP	Autophagy HCS cell loss 18 h
- O=C(CSc1nc2ccccc2c(=O)n1-c1ccccc1)N1CCc2ccccc21
→ 6.0	-1.4	-1.4	6.8	0.9	i	0.1%	1106	34.5%	-0.47	5.5	2.15	-0.304	1387	1.4	i	-0.91	-9.0
- CC1C(C#N)=C(N)OC2=C1C(=O)CC(c1ccccc1)C2 (stereo not drawn)
→ 3.2	0.00173	4.2	4.2	7.7	i	-0.7%	1006	-1.7%	0.74	-0.5	0.00263	-0.254	1208	2.9	i	-0.0512	-39.0
- COC(=O)c1ccccc1NC(=O)CNC(=O)c1ccc(OC)cc1
→ 2.6	-0.16	0.2	4.4	3.6	i	0.1%	1421	22.8%	·	-29.7	-1.7	0.0735	·	3.0	i	-0.254	-5.4
- O=C(O)CCCC(=O)OCCCCc1cccs1
→ 1.5	-0.47	2.5	-1.8	12.0	i	-2.1%	1086	-1.1%	0.46	11.7	-0.0304	-0.118	1022	1.5	i	0.0172	-5.3
- CCOc1ccc(NC(=O)C(C)O)c(NS(=O)(=O)c2ccc(CCNC(C)=O)cc2)c1 (stereo not drawn)
→ 1.5	-0.626	-1.6	-3.1	29.2	i	-4.6%	923	-7.1%	1.15	0.3	0.152	-0.219	1175	1.9	i	-0.0533	-7.0
- Cc1cccc(OCC(=O)N2CCC(N3CCOCC3)CC2)c1
→ 4.5	0.0636	-3.7	4.1	10.9	i	-2.8%	1127	1.5%	·	-39.9	0.502	-0.373	·	1.8	i	-0.404	18.0
- Cc1ccc(/C=C/C(=O)Nc2ccncc2)o1
→ 4.8	-0.109	-1.7	-28.2	3.6	i	8.2%	1016	15.1%	-0.03	-7.5	0.326	0.049	1348	2.3	i	-0.147	-4.9
- CCN1C(=O)/C(=C2\SC(=S)N(c3c(C)n(C)n(-c4ccccc4)c3=O)C2=O)c2ccccc21
→ 3.2	1.91	-0.2	3.4	7.4	i	-1.3%	1095	-32.5%	0.03	-6.5	-0.618	-0.385	1895	2.8	·	0.674	0.2
- CCN(c1ccccc1)S(=O)(=O)c1cc(C(=O)OC(C)C(=O)Nc2ccc3c(c2)OCCO3)ccc1C (stereo not drawn)
→ 2.2	1.44	-0.2	9.3	8.9	i	0.0%	1518	27.2%	-0.02	4.8	-0.801	-0.324	1457	2.8	i	1.24	7.7
- Nc1c(C(=O)NCc2ccco2)nnn1CC(=O)Nc1ccc2c(c1)OCO2
→ 2.9	0.236	-0.3	8.7	10.0	i	0.5%	1110	10.7%	-0.49	-1.0	-0.0489	0.0702	1243	2.1	i	0.453	9.0
- N#Cc1c(-c2ccccc2Cl)c2c([nH]c1=O)-c1ccccc1OC2
→ ·	-0.399	-0.4	·	·	·	12.1%	1257	11.5%	-0.01	·	0.649	-0.269	1022	·	i	-0.327	·
- COCCCn1c(SCC(=O)NC(C)(C)C)nnc1-c1cccs1
→ ·	-0.354	0.3	·	·	·	2.3%	1330	-17.9%	-0.12	·	0.00332	-0.244	965	·	i	0.231	·
- CCOC(=O)c1oc2ccccc2c1NC(=O)c1ccc(S(=O)(=O)N2CCCC2)cc1
→ 3.8	0.537	-1.7	-0.8	1.6	i	-1.2%	956	25.5%	-0.18	0.3	-0.381	-0.135	1273	4.1	i	0.224	-6.2
- COc1ccc(CN(C)CC(=O)Nc2ccc(SC(F)F)cc2)cc1OC
→ 5.6	0.428	1.0	13.2	8.2	i	1.8%	1057	-5.7%	-0.71	6.4	0.474	-0.308	1282	1.6	i	0.0463	9.8
- CCOC(=O)c1cnc(SC2CCc3ccccc3C2=O)nc1N (stereo not drawn)
→ 2.1	-0.651	-3.8	7.8	11.2	i	0.4%	965	-31.1%	0.51	4.7	0.492	-0.204	1158	2.3	i	-0.157	-1.6
- COc1ccccc1CNC(=O)C1CC(c2ccccc2C(F)(F)F)=NO1 (stereo not drawn)
→ ·	-0.564	0.5	·	·	·	0.6%	1087	3.6%	-0.03	·	0.458	-0.714	997	·	i	-0.418	·

Screening data deposited in PubChem by several laboratories.
